# Source: PubChem (The Scripps Research Institute Molecular Screening Center)
# GPR151 ag = activators of human GPR151, primary screen, cell-based, PathHunter beta-arrestin, luminescence; G-protein coupled receptor 151 (Homo sapiens), Q8TDV0; AID 1508602, 2020; PathHunter beta-arrestin GPR151 cells; activation, % at 11.2 µM; 650,000 tested, 1% active; in the data active = activation above about 4.9%;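 note: 0% = median of compound wells and 100% = cells with positive control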
# MITF inh = MITF inhibitors, primary screen, biochemical, AlphaScreen, human; Microphthalmia-associated transcription factor (Homo sapiens), O75030; AlphaScreen MITF homodimerization, bead proximity signal; inhibition, % at 2.6 µM; 650,000 tested, 0.91% active; AID 1259374, 2018; in the data active = inhibition above about 50%;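 note: 0% = vehicle wells with protein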
# TEAD-YAP block = TEAD-YAP interaction inhibition, primary screen, TEAD-YAP interaction inhibitor project, luminescence, HEK-TIYL cells. TEAD-Gal4/YAP UAS-luciferase luminescence. inhibition, % at 9.12 µM. 640,000 tested, 1.4% active. AID 1259422, 2018; in the data active = inhibition above about 32%;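 note: 0% = median of test compound wells and 100% = reference inhibitor wells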
# FBW7 act = FBW7 E3 ligase activators, primary screen, biochemical, AlphaScreen, human. normalized activity (activation), % at 26.1 µM. F-box/WD repeat-containing protein 7 (Homo sapiens), Q969H0. AlphaScreen FBW7–phospho-cyclin E peptide binding, activator screen. 650,000 tested, 0.13% active; in the data active = normalized activity above about 1.9%;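 note: purified mutant Fbw7 with reduced substrate affinity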
# Target sequence (Q969H0 whole entry, looked up): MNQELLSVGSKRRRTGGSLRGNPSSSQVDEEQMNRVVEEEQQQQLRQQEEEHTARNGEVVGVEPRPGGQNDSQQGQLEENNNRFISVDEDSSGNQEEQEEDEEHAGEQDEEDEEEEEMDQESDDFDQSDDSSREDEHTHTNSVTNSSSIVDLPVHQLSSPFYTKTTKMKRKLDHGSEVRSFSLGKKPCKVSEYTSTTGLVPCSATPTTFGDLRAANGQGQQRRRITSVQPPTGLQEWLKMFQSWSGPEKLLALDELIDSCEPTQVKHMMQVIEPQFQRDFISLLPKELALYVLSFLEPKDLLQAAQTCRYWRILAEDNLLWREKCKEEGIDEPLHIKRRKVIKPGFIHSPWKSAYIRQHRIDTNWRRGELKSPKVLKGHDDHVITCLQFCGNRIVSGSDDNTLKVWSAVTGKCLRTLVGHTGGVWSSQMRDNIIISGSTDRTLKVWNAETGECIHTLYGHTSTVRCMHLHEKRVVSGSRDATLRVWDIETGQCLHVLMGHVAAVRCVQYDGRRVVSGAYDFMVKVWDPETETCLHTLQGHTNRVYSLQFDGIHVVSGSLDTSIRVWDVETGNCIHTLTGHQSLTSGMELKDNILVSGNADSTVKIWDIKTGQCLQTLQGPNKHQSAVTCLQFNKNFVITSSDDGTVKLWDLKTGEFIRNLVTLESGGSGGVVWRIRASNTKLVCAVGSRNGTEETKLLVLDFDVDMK
# An asterisk follows results filed as active.
SMILES,GPR151 ag,MITF inh,TEAD-YAP block,FBW7 act
COc1cccc(Cn2c(C)nc3cc(NC(=O)Nc4ccccc4)c(C)nc32)c1,-0.6,-1,2,0.0
c1ccc(-c2cc(N3CCc4ccccc4C3)nc(-c3cccnc3)n2)nc1,2.0,5,0,-0.3
COCCN1C(=O)C(CC(=O)Nc2ccc(F)cc2)SC1=Nc1ccccc1 (stereo not given),0.0,-2,1,-0.1
CCOc1ccccc1NC(=O)N1CCN(Cc2nc(-c3cccs3)cs2)CC1,-1.6,11,-3,0.2
Cc1ccc(-n2nnnc2SCC(=O)NNC(=O)C(C)C)c(C)c1,0.0,6,6,0.1
O=S(=O)(c1ccc(Br)c2ccccc12)N1CCN(Cc2ccccc2)CC1,1.0,7,15,-0.2
Fc1cccc(Cl)c1C1C=C(c2cccnc2)Nc2nnnn21 (stereo not given),-0.9,-1,7,-0.1
COc1ccc2nc3sc(C(=O)N4CCc5ccccc5C4)c(N)c3cc2c1,-0.5,7,-11,0.2
O=C(Cn1cnc2sc3c(c2c1=O)CCCC3)NCCC(=O)Nc1ccc(F)cc1F,-1.2,11,-5,-0.1
CCOC(=O)C1CCC(CN(Cc2ccccc2)S(=O)(=O)c2cccc([N+](=O)[O-])c2)CC1 (stereo not given),-1.3,6,10,0.3
CS(=O)(=O)c1ccc2nc(NC(=O)Oc3ccccc3)sc2c1,-0.4,40,0,0.0
N#Cc1ccccc1S(=O)(=O)Nc1ccc(F)c(F)c1F,0.1,3,3,-0.1
CCC(C(=O)Nc1c(C)cccc1C)n1nnc(C(=O)O)c1C(=O)O (stereo not given),-2.4,-7,4,0.0
COC(=O)N=Nc1c(O)[nH]c2ccc(Br)cc12,1.3,24,1,0.6
Cc1ccccc1CN1CCN(CC(=O)NCc2cccnc2)C1=O,1.3,8,12,-0.1
O=C(CC1Sc2ccc(C(F)(F)F)cc2NC1=O)Nc1ccc2c(c1)OCO2 (stereo not given),0.6,16,11,-0.1
Cc1cc(C)nc(SCc2ccc(C(=O)NNC(=O)Nc3cccc(Cl)c3)cc2)n1,4.0,15,7,0.0
CN1CCN(c2ncnc3c2nnn3Cc2ccccc2)CC1,-1.9,10,-4,0.2
O=C(CCS(=O)(=O)c1ccccc1)Nc1cccc(-c2nc3ccccc3o2)c1,2.9,-9,-11,0.0
O=C(CS(=O)(=O)c1ccccc1)Nc1ccccc1O,-2.2,7,-6,-0.1
CC1(C)C(=O)C2(CCCCC2)C(=O)OC1/C=C/c1ccccc1 (stereo not given),-0.1,12,-2,0.6
COc1ccc(C(=O)Oc2cc(C)[nH]c(=O)c2[N+](=O)[O-])cc1,3.4,-2,2,-0.1
O=C(CCc1nnc(CCc2c[nH]c3ccccc23)o1)NCc1ccccc1,-0.1,9,-2,0.1
O=[N+]([O-])c1ccc(N2CCOCC2)c(C2=NCCc3ccccc32)c1,-0.7,6,4,-0.3
COC(=O)c1c(NC(=O)C2CCCC2)sc2c1CCCC2,1.6,-1,-4,-0.2
O=C(Cc1ccc(Cl)cc1)Nc1ccc(Oc2ccc3c(c2)C(=O)NC3=O)cc1,0.0,-17,6,0.7
COC(=O)c1c(-n2cccc2)c2cc(C)ccc2n1CC(C)=O,3.4,-9,-16,0.0
COc1cccc(C(=O)N(c2nc(C(F)(F)F)c(-c3ccc(Cl)cc3)s2)c2ccc(C)cc2C)c1,-0.5,15,4,-0.1
CCCC(=O)Nc1cnc(NC(=O)c2ccc(OC)cc2)cc1C,0.7,3,-18,0.0
O=C(NC1CCCC1)c1cc2n(n1)C(C(F)(F)F)CC(c1ccccc1)N2 (stereo not given),0.7,2,-5,0.2
Cc1cc(NC(=O)c2ccco2)ncc1NC(=O)c1cnccn1,-1.5,7,-45,0.0
CCCCN1C(=O)c2cccc3c(NC(=O)c4cc(C)no4)ccc1c23,-0.8,9,-2,0.3
Cn1cc(S(=O)(=O)N2CCCC2)cc1C(=O)N1CCN(c2ccccc2)CC1,-0.4,1,11,0.0
COc1cccc(NC(=O)CSc2nnc(Cc3ccccc3)n2-n2cccc2)c1,1.7,-3,10,0.0
Cc1ccccc1-n1cc(-c2ccccc2)nc1SCC(=O)NCCc1ccccc1,0.1,17,-2,-0.3
COc1ccc(NC(=O)N(CCCN(C)C)Cc2cc3cc(C)ccc3[nH]c2=O)cc1,0.1,-13,4,0.1
CCOC(=O)C1=C(C)NC(=O)NC1C(C)C (stereo not given),-0.2,-11,6,0.0
CCCOc1ccccc1C1NC(=O)NC(C)=C1C(=O)OCC(C)C (stereo not given),0.1,-14,0,-0.1
Cc1nc(N(C)C)c2sc(=S)n(C)c2n1,3.2,15,-4,0.1
O=C(O)C1CCN(C(=O)N2CCOc3ccccc32)CC1,-0.4,-1,-3,0.1
Cc1csc(=Nc2ccccc2)n1CC1CCCO1 (stereo not given),-0.4,-3,0,-0.2
CCC(=O)N1c2ccccc2NC2=C(C(=O)CC(c3ccccc3Cl)C2)C1c1ccc(C)cc1 (stereo not given),2.6,-12,-3,-0.1
CCOC(=O)N1CCC(NC(=O)c2cc3sc(Cl)cc3n2C)CC1,0.3,-6,-34,-0.2
COc1cc(-c2cncc(-c3cccc(C(=O)O)c3)n2)cc(OC)c1OC,-0.1,13,-33,-0.2
COc1ccc(OC)c(CN2CCN(Cc3cccc(Br)c3)CC2)c1,-0.4,59*,0,-0.2
CC(C)N(CCNc1ncnc2c1nc(-c1ccc(C(=O)NC3CC3)cc1)n2C(C)C)C(C)C,0.1,-3,5,0.9
Cc1ccccc1-c1nc(CN2CCC(C(=O)NCc3ccccc3)CC2)c(C)o1,-0.2,6,-1,0.8
CC1CCN(C(=O)CSc2nc(NCc3ccc(Cl)cc3)c3ccccc3n2)CC1,-0.5,-6,1,-0.2
Cc1ccc(NC(=O)Cn2nnc(-c3ccc(C)cc3-n3cnnn3)n2)c(C)c1,0.1,5,11,0.1
C=CCn1c(=NC(=O)c2cccc(OC)c2OC)sc2cc(S(C)(=O)=O)ccc21,1.4,5,11,-0.2
CC(C(=O)N1CCN(Cc2ccccc2Cl)CC1)N1C(=O)c2ccccc2C1=O (stereo not given),1.9,17,12,0.0
CCCCCOC(=O)c1ccc(N2C(=O)c3ccc(C(=O)O)cc3C2=O)cc1,-0.3,11,-22,0.2
CCCN(CCC)C(=O)CSc1nc2c(sc(=S)n2-c2ccccc2C)c(=O)n1-c1ccccc1F,0.9,5,9,-0.2
COc1ccccc1NC(=O)Nc1ccnn1C1CCN(C(=O)CC2CCCCC2)CC1,-2.3,15,-26,0.5
Cc1csc(CN(C)C(=O)CC2C(=O)NCCN2Cc2ccccc2C)n1 (stereo not given),-0.3,0,4,0.1
CCOc1ccccc1CN1CCN(Cc2ccc(F)cc2)CC1CCO (stereo not given),1.0,-5,-3,-0.2
O=C(CN(c1cccc([N+](=O)[O-])c1)S(=O)(=O)c1ccccc1)Nc1ccc(I)cc1,0.4,-5,1,-0.1
O=C1Nc2cc(Cl)c(Cl)cc2N(O)N1c1c(F)cccc1F,-0.3,-4,-13,-0.1
NC(=O)C1CCN(C(=O)CCSc2nc(-c3ccco3)cc(C(F)(F)F)n2)CC1,-0.8,5,7,0.9
Cc1cc(C)nc(SCCC(=O)Nc2ccccc2)n1,0.2,24,-10,0.5

# Continued:
SMILES,GPR151 ag,MITF inh,TEAD-YAP block,FBW7 act
Cc1ccc(NS(=O)(=O)c2cc(C(=O)O)ccc2Br)cc1,0.9,2,2,0.0
CCCCN(CC)C(=O)CSc1nc2n[nH]c(C)c2c(=N)n1-c1cccc(OC)c1,-0.9,25,24,0.8
Cc1cccc(NC(=O)c2cc3nc(-c4ccc(Cl)cc4)cc(C(F)(F)F)n3n2)c1,0.4,16,-5,0.0
O=C(CCNC(=O)c1ccc(F)cc1)NCc1ccco1,-0.8,-6,8,0.1
CCOc1ccc(Nc2c(CC)c(C)c(C#N)c3nc4ccccc4n23)cc1,0.1,-1,0,0.0
NNC(=O)c1ccccc1OCc1ccccc1,-0.5,4,-12,0.4
CCP(=Nc1cccc([N+](=O)[O-])c1)(c1c(C)nn(-c2ccccc2)c1C)N(C)C (stereo not given),-0.8,-2,-12,-0.3
Cc1ccc(CN2C=Nc3ccccc3S2(=O)=O)cc1,-1.4,1,-4,0.0
Cc1ccc(N(C(=O)c2ccc(F)cc2)C2C=CS(=O)(=O)C2)cc1Cl (stereo not given),-0.6,18,1,0.6
C=CCSc1nnc(C)n2c1cc1occc12,-1.4,12,-9,1.3
CCC12CC3CC(C1)CC(C(=O)O)(C3)C2,3.1,5,-3,0.1
CCc1ccccc1OCC(=O)Nc1ccccc1C(N)=O,-0.9,10,-16,0.4
COc1ccc2[nH]c3nc(SCC(=O)Nc4c(OC)cccc4OC)nnc3c2c1,0.2,-8,6,0.4
Brc1ccc2nc(-c3cccs3)cn2c1,-6.3,-2,38*,1.0
COC(=O)c1cc(S(=O)(=O)Nc2ccc(C)cc2C)cn1C,0.8,15,-4,0.2
CCc1c(C)nc2[nH]nc(-c3ccccc3C)n2c1=O,1.1,-6,-15,0.0
Cc1ncn(-c2ccc(Nc3ncc4cccc(C#N)c4n3)cc2)n1,-1.4,21,-11,0.7
CCOC(=O)c1ccc(N=C2SC(C(=O)Nc3ccc(F)cc3)CC(=O)N2C)cc1 (stereo not given),-1.1,10,-3,0.1
O=c1[nH]c(/C=C/c2ccc(N3CCOCC3)cc2)nc(O)c1[N+](=O)[O-],-0.5,-7,3,-0.3
COc1ccc(C(=O)N=C2CCC(C#N)=C3c4cc(OC)c(OC)cc4CCN23)cc1,0.3,21,-4,0.0
CCCCCn1nc(C)c(/C=N/NC(=O)c2cccs2)c1C,-2.2,4,-48,-0.1
CCOc1cccc(C2NC(CCSC)(C(=O)O)C3C(=O)N(Cc4ccccc4)C(=O)C23)c1O (stereo not given),0.8,-8,0,0.1
Cc1sc2ncn(CC(=O)Nc3ccc(F)cc3)c(=O)c2c1-c1ccccc1,-1.2,0,-1,0.0
NC(=NCCc1ccc(Cl)cc1)NS(=O)(=O)c1ccc(F)cc1,0.5,8,-3,-0.2
CC1CC(C)CN(C(=O)CN2C(=O)NC(Cc3ccccc3)(Cc3ccccc3)C2=O)C1 (stereo not given),5.0*,2,9,-0.1
CC(C)C(C(=O)Nc1cccc(C(F)(F)F)c1)N1C(=O)c2ccccc2C1=O (stereo not given),1.7,-3,4,0.0
NC(=O)c1cc2nc(-c3cccs3)cc(C(F)(F)F)n2n1,0.4,-6,-7,-0.1
COc1cc(NC(=O)c2sc3ncnc(N4CCOCC4)c3c2C)cc(OC)c1OC,-0.9,-2,-7,-0.1
CCOC(=O)N1CCN(Cc2ccc3c(c2)CN(C(=O)C2CNC(=O)C2)CCO3)CC1 (stereo not given),1.7,61*,1,0.1
CC1CN(C(=S)NC(=O)c2ccc(Cl)cc2)CC(C)O1 (stereo not given),1.8,-4,19,-0.1
Nc1nc(N2CCN(c3ccccn3)CC2)nc2c1ncn2C1CCCCC1,1.0,0,7,-0.1
NCCSc1c(-c2ccccc2)[nH]c2ccccc12,0.4,-11,-1,0.0

# An excerpt of these results, field by field.
COc1ccc2[nH]c3nc(SCC(=O)Nc4c(OC)cccc4OC)nnc3c2c1
  GPR151 ag = 0.2
  MITF inh = -8
  TEAD-YAP block = 6
  FBW7 act = 0.4
Cc1cccc(NC(=O)c2cc3nc(-c4ccc(Cl)cc4)cc(C(F)(F)F)n3n2)c1
  GPR151 ag = 0.4
  MITF inh = 16
  TEAD-YAP block = -5
  FBW7 act = 0.0
CC1CC(C)CN(C(=O)CN2C(=O)NC(Cc3ccccc3)(Cc3ccccc3)C2=O)C1 (stereo not given)
  GPR151 ag = 5.0*
  MITF inh = 2
  TEAD-YAP block = 9
  FBW7 act = -0.1
CC1CN(C(=S)NC(=O)c2ccc(Cl)cc2)CC(C)O1 (stereo not given)
  GPR151 ag = 1.8
  MITF inh = -4
  TEAD-YAP block = 19
  FBW7 act = -0.1

# Four compounds already listed, sorted by length of the SMILES, falling:
SMILES,GPR151 ag,MITF inh,TEAD-YAP block,FBW7 act
NC(=NCCc1ccc(Cl)cc1)NS(=O)(=O)c1ccc(F)cc1,0.5,8,-3,-0.2
COC(=O)c1cc(S(=O)(=O)Nc2ccc(C)cc2C)cn1C,0.8,15,-4,0.2
O=C(CCNC(=O)c1ccc(F)cc1)NCc1ccco1,-0.8,-6,8,0.1
NCCSc1c(-c2ccccc2)[nH]c2ccccc12,0.4,-11,-1,0.0
